# UBC9 SUMO inh = SUMOylation inhibition | HTRF SUMOylation assay, SAE1/SAE2 + UBC9, in vitro | inhibition, % at 35 µM | actives 0.36% (n = 290,000); in the data active means inhibition above about 50%, passing the limit was not always enough; further: strong numbers were not always called active
# Target sequence (P63279 whole entry, looked up): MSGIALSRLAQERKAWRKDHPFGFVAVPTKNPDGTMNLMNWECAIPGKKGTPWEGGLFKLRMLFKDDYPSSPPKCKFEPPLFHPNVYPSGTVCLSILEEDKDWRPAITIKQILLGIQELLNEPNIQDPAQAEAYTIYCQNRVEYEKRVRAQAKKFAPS
# MEKK2wt PB1 HTS = raises or lowers MEK5 binding to wildtype human MEKK2 PB1 domain; Q9Y2U5; bead flow cytometry, Alexa488-MEK5 binding to MEKK2 WT; actives lie on both sides; binding response (% of control), % at 10 µM; actives 1.1% (n = 290,000); AID 1531; in the data active means binding response below about 67% or above about 130%
# DNA FID counter = counter-screen for HCV NS3 helicase inhibitors: DNA intercalator displacement; DNA fluorescent intercalator displacement, fluorescence; inhibition, % at 7.9 µM; actives 0.17% (n = 290,000); in the data active means inhibition above about 37%;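 further: 0% = vehicle and 100% = reference compound; higher means more ethidium bromide displaced from hairpin DNA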
# NALP1 inh = blocks the NALP1 inflammasome reconstituted in yeast; S. cerevisiae NALP1/ASC/caspase-1 growth, X-gal OD620, 72 h; inhibition, % at 10 µM; actives 0.61% (n = 280,000); AID 2071; in the data active means inhibition mostly above about 24%, no sharp cut-off; inactive means mostly below about 32%; further: some compounds called inactive have numbers as strong as hits
# MEKK2 mut-MEK5 = signal of MEK5 binding to mutant human MEKK2 PB1 domain; AID 1530; percent response, % at 10 µM; actives 0.35% (n = 290,000); bead flow cytometry, Alexa488-MEK5 binding to MEKK2 mutant; in the data active means percent response above about 24%, passing the limit was not always enough; further: inactives centre near 1; some results filed as inactive read as strong as hits
# PfM18AAP inh = PfM18AAP enzyme inhibition; recombinant PfM18AAP, H-Glu-NHMec fluorogenic cleavage; inhibition, % at 7.35 µM; actives 1.2% (n = 290,000); AID 1822;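 active means inhibition above the campaign mean inhibition over all tested compounds plus 3 SD, cut at about 28% in these data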;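 further: 0% = plate median of test compound wells and 100% = 2 mM ZnCl2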
# NS3 helicase inh = HCV NS3 helicase inhibition. NS3 helicase DNA unwinding, Cy5 molecular beacon fluorescence. inhibition, % at 10.9 µM. actives 0.56% (n = 290,000). AID 1800;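 active means inhibition above the mean of all tested compounds plus 3 SD, set per campaign, cut at about 35% in these data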;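 further: 0% = DMSO wells and 100% = thioflavine S control wells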
#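 Control set: DMSO versus 110 µM thioflavine S; Material: NS3 helicase fragment of HCV; Measured by: Cy5 fluorescence at 0 and 60 min, beacon hairpin quenching; Read-out basis: percent inhibition from t60/t0 fluorescence ratio; Times: reaction time 60 min, 25 °C; Repeats: single replicate; Compound dosing: single dose, 10.9 µM nominal final, DMSO 0.8% final.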
# VIM-2 inh = blocks Pseudomonas aeruginosa VIM-2 metallo-beta-lactamase | inhibition, % at 5.6 µM | actives 0.89% (n = 290,000) | purified VIM-2, nitrocefin hydrolysis, epi-absorbance fluorescence | AID 1527;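 active means inhibition above the mean of all tested compounds plus 3 SD, cutoff set per screening run, cut at about 7.5% in these data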;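 further: red hydrolysis product quenches plate fluorescence so inhibitors raise well fluorescence; 0% = enzyme with DMSO and 100% = DMSO without enzyme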
# IMP-1 inh = blocks Pseudomonas aeruginosa IMP-1 metallo-beta-lactamase; AID 1556; purified IMP-1, nitrocefin hydrolysis, epi-absorbance fluorescence; actives 0.45% (n = 290,000); inhibition, % at 5.6 µM;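 active means inhibition above the mean plus 3 SD of all compounds in the same screening run, cut at about 4.5% in these data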;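 further: 0% = IMP-1 with DMSO and 100% = DMSO wells lacking enzyme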
#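 system = purified recombinant IMP-1 beta-lactamase | amount = 0.2 nM IMP-1, as dispensed | medium = HEPES buffer pH 7.1 with ZnSO4 and Brij 35 | times = 25 °C, 15 min preincubation, 25 min reaction | detection = plate fluorescence quenching by hydrolysis product, ex 480/em 530 nm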
# * = called active by the depositor; · = no result given.
SMILES,UBC9 SUMO inh,MEKK2wt PB1 HTS,DNA FID counter,NALP1 inh,MEKK2 mut-MEK5,PfM18AAP inh,NS3 helicase inh,VIM-2 inh,IMP-1 inh
CC1CCCC(C)N1C(=O)COC(=O)c1cc(Br)ccc1Cl (stereo not drawn),4,100,-4,-15,-4,-3,-6,-2.1,-3.3
CC(C)(C)NC(=O)NC(=O)COc1ccc(Br)cc1Br,-27,98,-8,32,5,-4,-10,-0.3,0.1
CCCn1c(SCC(=O)Nc2ccc3c(c2)OCO3)nc2c1c(=O)n(C)c(=O)n2C,24,96,-2,6,-4,-1,2,-1.3,-1.7
C[C@]12C(=O)N(c3cccc(Cl)c3)C(=O)N1[C@H]1c3ccccc3OC[C@@H]1[C@H]2c1ccccc1,-2,92,-17,-6,-3,-13,-7,-1.8,-1.5
COc1ccc(/C=C2\SC(=O)N(CCC(=O)N3CCCCC3)C2=O)cc1OC,13,100,-42,-1,1,-9,-2,1.1,-0.8
CCCNC(=O)NS(=O)(=O)c1ccc(Cl)cc1,-10,92,2,17,5,-2,4,-1.6,-2.3
Cc1ncc([N+](=O)[O-])n1CC(=O)Nc1ccc(F)c(F)c1,13,98,2,16,-5,1,18,-2.3,-0.9
CC(C(=O)c1c[nH]c(C(=O)N=CN(C)C)c1)c1ncc(C(F)(F)F)cc1Cl (stereo not drawn),6,90,1,5,-14,0,-7,0.5,-0.8
COc1ccccc1C(=O)Nc1ccc(Br)c2cccnc12,5,109,-4,-3,4,2,-5,-0.8,-5.2
NC(=O)c1cc(-c2ccccc2)sc1NC(=O)CN1CCCCC1,-8,102,1,33,11,-5,-17,-3.6,-5.1
N/C(=N\OC(=O)COc1ccc(Br)cc1Cl)c1cccnc1,-10,95,-8,38,0,-8,-2,-2.6,-1.1
COc1ccc(OC)c(Nc2cc(C)nc3nc(C)nn23)c1,4,105,-6,10,6,0,-2,15*,-3.9
COc1cccc(NC(=O)CN2C(=O)COc3ccc(S(=O)(=O)N4CCCCCC4)cc32)c1,-6,103,-27,0,7,6,-9,-0.9,-4.3
O=C(Cc1ccc(F)cc1)NC1CCCC1,-1,102,-2,9,3,7,-6,-1.1,-4.1
Cc1ccccc1N1CCN(CCCOc2ccc3c(C)cc(=O)oc3c2)CC1,-2,104,1,-34,2,2,-14,-0.4,-1.1
Cc1cc(C)c(NC(=O)COC(=O)c2ccc([N+](=O)[O-])s2)c(C)c1,8,94,6,26,-1,-2,-1,-1.6,-2.0
CCn1cc(C(=O)NCc2ccc3c(c2)OCO3)c(=O)c2cc(F)c(N3CCN(C(=O)c4ccco4)CC3)cc21,24,113,-10,-4,8,-13,-4,-3.9,-4.5
CCn1cc(C(=O)NCCc2ccc(Cl)cc2)c(=O)c2ccc(C)nc21,6,99,-17,3,-3,-7,-8,2.7,-1.3
OC1(c2cccs2)CN(c2ccccc2)C2=[N+]1CCCC2 (stereo not drawn),-3,114,-1,-6,6,-3,-1,-2.2,-2.6
COc1cc2c(cc1OC)C(C)N(S(=O)(=O)c1ccc(Cl)nc1)CC2 (stereo not drawn),10,99,-13,24,6,-3,1,-2.3,-2.3
NC(=O)c1ccc(NC(=O)CSc2nnc(C3CCCCC3)n2N)cc1,0,105,-1,26,-1,-3,3,-2.4,-1.7
C=CCSC1=C(C#N)C(c2cccc(OC)c2)CC(=O)N1 (stereo not drawn),4,112,-6,·,16,-18,-7,-1.0,0.2
Cc1ccc(NC(=S)N2CCN(S(=O)(=O)c3ccccc3)CC2)cc1,7,91,-18,-11,-3,2,-5,-3.7,-3.1
CCOC(=O)c1c(C)[nH]c(C2=NNC(=Nc3ccccc3)SC2)c1C,-2,97,-10,17,30,11,-1,-2.2,-4.0
Cc1cccc(OCCOCCN2CCNCC2)c1C,5,108,11,23,-1,-10,-35,0.9,-0.3

# Fetched by structure from the entries so far, 3 records:
SMILES,UBC9 SUMO inh,MEKK2wt PB1 HTS,DNA FID counter,NALP1 inh,MEKK2 mut-MEK5,PfM18AAP inh,NS3 helicase inh,VIM-2 inh,IMP-1 inh
CCCn1c(SCC(=O)Nc2ccc3c(c2)OCO3)nc2c1c(=O)n(C)c(=O)n2C,24,96,-2,6,-4,-1,2,-1.3,-1.7
N/C(=N\OC(=O)COc1ccc(Br)cc1Cl)c1cccnc1,-10,95,-8,38,0,-8,-2,-2.6,-1.1
COc1ccccc1C(=O)Nc1ccc(Br)c2cccnc12,5,109,-4,-3,4,2,-5,-0.8,-5.2

# Following part.
SMILES,UBC9 SUMO inh,MEKK2wt PB1 HTS,DNA FID counter,NALP1 inh,MEKK2 mut-MEK5,PfM18AAP inh,NS3 helicase inh,VIM-2 inh,IMP-1 inh
COc1cc2c(cc1OC)C(C1C(=O)CC(C)(C)CC1=O)N(C(=O)CCl)CC2 (stereo not drawn),31,100,-4,26,-2,-7,-4,-0.9,-1.6
CC1CCCCC1NC(=O)C1CC=CCC1C(=O)O (stereo not drawn),-3,98,-2,16,-2,-4,-2,0.9,-1.0
Cc1ccccc1COc1ccc(/C=N/NC(=O)c2nnn(-c3nonc3N)c2CN2CCC(C)CC2)cc1,-4,86,-13,16,-3,-7,-27,-0.4,-2.3
COc1cc(C)c(-c2[nH]ncc2-c2csc(C)n2)c(O)c1,-16,100,-11,·,-1,-3,5,-0.4,-2.8
CCC(=O)N1CCCc2cc(S(=O)(=O)N3CCCc4ccccc43)ccc21,-17,98,-29,12,1,7,-5,-2.4,-1.3
CCCCN(C)C(=O)c1nc2ccccn2c1CN1CCN(c2ccccn2)CC1,26,93,-25,17,-5,-7,1,1.1,-1.5
CCC(=O)Nc1nnc(SCCN2CCOCC2)s1,10,106,-3,5,0,2,-6,-2.4,-4.8
O=C(NCC(=O)N(Cc1cccs1)C(C(=O)NC1CCCC1)c1cccnc1)c1ccco1 (stereo not drawn),8,104,-14,9,6,3,3,0.8,-1.1
CCOC(=S)SCC(=O)N1CCc2ccccc2C1C1C(=O)CC(C)(C)CC1=O (stereo not drawn),8,103,-8,24,10,-3,-2,-1.5,-0.3
Cc1ccc(OCC(=O)Nc2ccncc2)cc1,-2,102,-3,5,0,-4,-4,-2.1,-2.4
CCCCc1nn(-c2cc(Cl)ccc2OC)c2c1C(=O)CC(C)(C)C2,-20,102,-34,5,-2,2,-2,-0.7,-4.9
COc1ccc(CCn2cnc(=O)c(C#N)c2C)cc1OC,8,110,4,6,-1,7,0,-4.3,-5.3
COc1ccc(/C=N/NC(=O)c2cccc(COCC(F)(F)C(F)F)c2)cc1,-3,96,-9,30,-3,-2,-10,-2.1,-2.7
CCCOc1ccccc1NC(=O)CC1Nc2ccccc2NC1=O (stereo not drawn),6,102,-7,-78,2,3,2,-1.2,-6.2
O=C(NCCc1ccccc1)c1cnc2ccccn2c1=O,12,107,-11,8,4,2,6,-6.2,-1.6
COc1ccc(Cc2n[nH]c(=S)n2N)cc1OC,10,106,-2,-20,-1,18,-8,-3.7,-4.6
O=C(CSC1=NCCN1)Nc1cccc(C(F)(F)F)c1,-4,102,2,0,0,9,-8,-1.0,-1.5
COc1ccc(OC)c(NC(=O)c2ccc(CN3CCc4ccccc4C3)cc2)c1,-4,79,-3,11,-1,5,-13,-1.1,-2.7
O=S(=O)(Nc1ccccn1)c1ccc(C(F)(F)F)cc1Cl,20,94,-5,0,-2,-21,1,-1.1,-1.5
CNC(=O)C(=O)N/N=C/c1cccnc1,14,76,-3,3,-18,-13,-1,-0.6,-1.9
NC(=O)N/N=C/c1c(Sc2nnnn2-c2ccccc2)nc2ccccn2c1=O,26,99,-15,37,-1,0,11,-0.3,-1.9
Cn1c(O)c(/C=C2\C=Nc3ccccc32)sc1=Nc1ccc(C(=O)O)cc1,25,102,-24,·,5,-2,32,-2.5,-1.9
Cc1cc(NC(=O)CCCC(=O)N(CC(=O)NCCc2ccccc2)Cc2ccc(F)cc2)no1,9,102,-31,16,7,-9,-1,-3.1,-1.2
O=C(Nc1ccc(S(=O)(=O)N2CCOCC2)cc1)c1ccc(Br)o1,12,96,-3,8,-4,0,3,-0.9,-6.2
Cc1ccc(-n2nc3c(=O)n(CC(=O)NCCc4ccccc4C)nc(C)c3c2C)cc1,1,95,-48,0,-6,10,-3,-0.3,3.9

# (listing goes on)
SMILES,UBC9 SUMO inh,MEKK2wt PB1 HTS,DNA FID counter,NALP1 inh,MEKK2 mut-MEK5,PfM18AAP inh,NS3 helicase inh,VIM-2 inh,IMP-1 inh
COc1ccc(-c2cc(C(=O)NN)[nH]n2)cc1OC,3,103,-6,15,1,-9,-9,0.9,-1.7
CCCc1nnc(NC(=O)CNc2ccc(F)cc2)s1,4,105,4,-26,5,7,5,1.1,-0.8
CCOc1ccc(N(CC(=O)NC2CCCCC2)S(=O)(=O)c2c(C)noc2C)cc1,11,107,-8,6,4,-1,7,-3.8,-3.4
O=C(C1CCCO1)N1CCN(Cc2c(O)ccc3ccccc23)CC1 (stereo not drawn),18,104,-9,-9,8,-3,2,-2.4,-2.4
CN(Cc1nccn1C)C(=O)c1ccc(OC2CCN(CCc3ccccc3)CC2)cc1,20,110,2,9,8,-10,2,-1.4,-0.9
COc1cccc(-c2ccc(NC(=O)C3CCCN(Cc4nccn4C)C3)cc2)c1 (stereo not drawn),-2,125,18,16,10,-4,-73,2.8,1.0
Cc1ccc(OC(C)C(=O)Nc2ccccc2C(=O)NCc2cccnc2)cc1C (stereo not drawn),-4,96,-34,3,-6,-4,-20,-1.0,-0.9
CN1CCN(C(=S)NC(=O)/C=C/c2cccc3ccccc23)CC1,-5,112,1,·,4,15,15,-4.6,-3.5
O=S(=O)(Nc1ncccn1)c1ccc(NC(=S)N2CCN(c3cccc(C(F)(F)F)c3)CC2)cc1,-9,107,-41,-9,6,4,6,-1.6,-3.6
CCOC(=O)NC(=O)COC(=O)Cc1cc(OC)c(OC)c(OC)c1,15,108,-9,-3,4,-6,-7,-3.3,-2.4
C1CCN(c2nc3nonc3nc2N2CCCCC2)CC1,-17,94,-2,14,-3,-5,14,0.2,-2.0
Cc1cc(N(CN2CCCC2=O)C(=O)c2ccc(F)cc2)no1,9,99,1,18,-5,-4,10,-3.1,-3.6
Cc1cc(NCc2ccccc2)c2ccccc2n1,13,149*,1,26,8,-1,-23,1.9,-0.8
O=C(O)Cn1nc2c3c(cccc3c1=O)-c1ccccc1-2,14,98,-8,13,4,6,12,7.8*,-3.6
CCOC(=O)C1CCN(C(c2cccnc2)c2c(NC(=O)c3ccco3)sc(C)c2C)CC1 (stereo not drawn),8,·,-25,13,·,16,-13,1.4,2.0
COc1cc(OC)cc(C(=O)N2CCN(C(=O)c3ccc(-c4ccccc4)cc3)CC2)c1,-5,96,-51,-14,-5,1,-18,-2.7,-2.6
Cc1ccc(C)c(S(=O)(=O)N2CCN(C(=O)Nc3ccccc3)CC2)c1,-4,101,-35,20,-3,0,-10,-1.2,-1.8
Cc1ccccc1NC(=O)CN1C(=O)CSc2ccccc21,4,105,0,·,8,2,-8,-1.7,-3.5
COc1ccc(S(=O)(=O)NCc2ccc3c(c2)OCO3)cc1C,-1,105,-4,15,3,1,11,-2.2,-1.7

# Source: PubChem
